Htt clearance: mutant huntingtin protein clearance | inhibition, % at 1.5 µM | 47,000 compounds, 0.42% hits | HeLa Exon1htt(103Q)mCFP, aggregate imaging; zero = plate's median compound well;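 active means inhibition of aggregate fluorescence above about 70%, also judged a hit by eye on the cell image, limit read from the data, passing the limit was not always enough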;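 further: cells exposed to compound for three days before fixation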
Htt clearance grain fraction: further read-out of Htt clearance, marked with its call; fraction fluorescence in grains; measured here: aggregate grain fluorescence fraction; stronger effect = lower value;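 scaled fraction of total cell fluorescence in grains with unit not stated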
* hit, by the source's call. Not all compounds are listed; the hit share may differ from the screen's.

Order of results – Htt clearance	Htt clearance grain fraction
Cn1cc(CCC(=O)N2CCC3(CC2)OCCO3)c2ccccc21
  35.4	27.4
CCC(=O)Nc1cc(C(=O)N2CCC3(CC2)OCCO3)ccc1S(=O)(=O)c1ccc(C)cc1
  -27.4	26.5
Clc1ccc2c(c1)C(c1ccccc1Cl)=NCc1nnc(Br)n1-2
  28.7	12.5
CN(C)CCOC(=O)c1cn(Cc2ccccc2)c2ccccc12
  23.6	28.1
CCN(N=Nc1nonc1OC)c1nonc1OC
  -69.0	31.3
CCN1CCN(C(=O)Cc2coc3cc(C)cc(C)c23)CC1
  -20.7	24
CCOC(=O)CCN=Cc1c(O)n(-c2ccc(Br)cc2)c(=O)[nH]c1=O
  42.3	11.3
CN(C)C(=O)Oc1cccc(NC(=O)N2CCOCC2)c1
  26.8	13.7
c1ccc(CNCCc2ccc3c(c2)OCO3)nc1
  11.7	18.8
C=CCn1c(O)c(C(CC)=NCc2cc(OC)cc(OC)c2)c(=O)[nH]c1=O
  -32.4	24.4
COc1ccc(CCNC(=O)c2c(N)n(CCN3CCOCC3)c3nc4ccccc4nc23)cc1
  18.8	31.7
O=C1CN(C(=O)CN2CCCCC2)C(c2ccccc2)c2cc(Br)ccc2N1 (stereo not given)
  46.3	10.3
O=C(C1CC(=O)N(c2ccc(F)c(Cl)c2)C1)N1CCC2(CC1)OCCO2 (stereo not given)
  5.3	19.4
CC1=CC(=C2C(=O)NC(=O)NC2=O)C=C(C(F)(F)F)N1C(C)C
  -30.4	49
CCC(=NCCc1ccccc1)c1c(O)n(C2CCCCC2)c(=O)[nH]c1=O
  30.9	19.3
CCCCCCn1c(O)c(C=Nc2c(C)n(C)n(-c3ccccc3)c2=O)c(=O)[nH]c1=O
  7.8	39.5
COc1ccc(C2SCC(=O)Nc3c2c(C)nn3-c2ccccc2)cc1 (stereo not given)
  20.4	22.2
O=C(Cc1ccccc1)N1CCN(Cc2ccccn2)CC1
  25.4	15.3
COC(=O)c1c(C)n(Cc2ccc3c(c2)OCO3)c2ccc(O)cc12
  -80.4	35.1
CCOC(=O)C1(c2ccccc2)CCN(Cc2cccc(C(=O)O)c2)CC1
  52.5	13.6

Entries shown so far containing an NH in an aromatic ring:
Order of results – Htt clearance	Htt clearance grain fraction
CCOC(=O)CCN=Cc1c(O)n(-c2ccc(Br)cc2)c(=O)[nH]c1=O
  42.3	11.3
C=CCn1c(O)c(C(CC)=NCc2cc(OC)cc(OC)c2)c(=O)[nH]c1=O
  -32.4	24.4
CCC(=NCCc1ccccc1)c1c(O)n(C2CCCCC2)c(=O)[nH]c1=O
  30.9	19.3
CCCCCCn1c(O)c(C=Nc2c(C)n(C)n(-c3ccccc3)c2=O)c(=O)[nH]c1=O
  7.8	39.5

Ordered by SMILES length (highest first): part of the list above.
Order of results – Htt clearance	Htt clearance grain fraction
O=C(C1CC(=O)N(c2ccc(F)c(Cl)c2)C1)N1CCC2(CC1)OCCO2 (stereo not given)
  5.3	19.4
CC1=CC(=C2C(=O)NC(=O)NC2=O)C=C(C(F)(F)F)N1C(C)C
  -30.4	49
COc1ccc(C2SCC(=O)Nc3c2c(C)nn3-c2ccccc2)cc1 (stereo not given)
  20.4	22.2
CCN1CCN(C(=O)Cc2coc3cc(C)cc(C)c23)CC1
  -20.7	24

More results.
Order of results – Htt clearance	Htt clearance grain fraction
Cc1ccccc1C1=NCC(=S)Nc2ccc(Cl)cc21
  -38.8	27.3
Cc1cc(S(=O)(=O)NCc2ccccc2)ccc1OCC(=O)N1CCN(C)CC1
  -12.1	21.8
CN(C)P1(N(C)C)=Nc2c(c(N)nn2C)C(c2ccccc2)=N1
  -9.3	40.5
CCOC(C(=O)OCCCN(CC)CC)(c1ccccc1)c1ccccc1
  -8.2	47
CCC(=NCCCN(CC)CC)c1c(O)n(-c2ccccc2)c(=O)[nH]c1=O
  -53.0	31.6
CCC1(c2ccccc2)C(=O)N(COC)C(=O)N(COC)C1=O
  -9.4	24.2
Cc1nnc2ccc(N3CCN(C)CC3)nn12
  23.6	29.9
CCC1CCCCN1P(=O)(c1ccc(C)o1)C(C)(C)C (stereo not given)
  -27.5	49
CC(=O)c1ccc2c(c1)C1C(Cl)C(Sc3ccccc3[N+](=O)[O-])CC1C(c1ccccc1[N+](=O)[O-])N2 (stereo not given)
  -37.4	25
COc1cc(/C=N/NP(=S)(c2ccccc2)c2ccccc2)ccc1O
  0.7	22.4
COC(=O)c1ccc(COc2cc(C)cc3oc(=O)c4c(c23)CCCC4)o1
  -30.8	51.8
CC(C)Oc1ccc(Cc2c(O)[nH]c(=O)[nH]c2=O)cc1
  -19.3	24.8
COCCNC(=O)c1c(N)n(Cc2ccco2)c2nc3ccccc3nc12
  12.5	36.8
C=CCC1(CN2CCCC2=O)C(=O)NC(=O)NC1=O
  7.7	36.8
CCCN1CCC2(CC1)NC(CO)(CO)CO2
  45.3	11.7
CCN1CCN(Cc2cc(Br)cc(OC)c2O)CC1
  48.2	9.72
CCOC(=O)CC1=C(C(=O)OCC)C2(C(=O)N1)C(C(=O)OC)=C(N)Oc1ccccc12 (stereo not given)
  30.3	12.4
CN1CCN(c2ccccc2N)CC1
  -7.5	25.4
O=C(Cn1cc(C(=O)c2ccccc2)c2ccccc21)NCc1ccco1
  15.1	14.1
CCCC1COC(Cn2cncn2)(c2ccc(Cl)cc2Cl)O1 (stereo not given)
  36.0	25.4

Additional entries:
Order of results – Htt clearance	Htt clearance grain fraction
Cc1nc2cc(-c3cccc(F)c3)nn2c(C)c1CCC(=O)N1CCC2(CC1)OCCO2
  12.1	31.3
CC1SC2(CN3CCC2CC3)NC1=O (stereo not given)
  6.1	42
CCC(=NCc1ccc2c(c1)OCO2)c1c(O)n(C)c(=O)n(C)c1=O
  5.9	39.9
CCN1CCN(C(=O)COc2ccc3c(c2)C(=O)CC2(CCN(C(C)=O)CC2)O3)CC1
  30.7	21.3
CCOP(=O)(OCC)C(NC(=O)c1ccc(Cl)cc1)=C(Cl)Cl
  -0.4	30.9
O=C(CN1C2CCC1CC(O)(c1cccnc1)C2)Nc1ccc2c(c1)OCO2 (stereo not given)
  5.3	41.9
O=C1NC(=O)C2(Cc3c(nc4ccccn4c3=O)N3CCCCCC32)C(=O)N1Cc1ccccc1 (stereo not given)
  23.8	26.1
Cc1ccc(CCN2CC(C(=O)N3CCC4(CC3)OCCO4)CC2=O)cc1 (stereo not given)
  -12.0	41.5
COc1ccc(CCNC(=O)c2c(N)n(CCN3CCOCC3)c3nc4ccccc4nc23)cc1OC
  13.6	36.3
COC(=O)c1ccccc1OP1(=O)COc2ccccc2OC1
  11.2	37.7
CCOC(=O)c1c(NC(=O)c2c(N)n(CCCOC)c3nc4ccccc4nc23)sc2c1CCCC2
  13.0	37.8
Cc1cc(OC(=O)c2ccco2)c2c3c(c(=O)oc2c1)CCC3
  -67.9	57.1
CC(=O)NC1CC2CCC(C1)N2 (stereo not given)
  -36.8	52.5
COC(=O)N(c1ccc(OC)cc1)P1(=S)OCCC(C)O1 (stereo not given)
  29.7	15.1
CC(=O)N1CCN(c2ccc(N=Cc3c(O)n(-c4ccc(Cl)cc4)c(=O)[nH]c3=O)cc2)CC1
  40.8	12.3
O=C1C2CCN(CC2)[C@@H]1Cc1ccc2ccccc2c1O
  -24.5	22.2
CC(=Nc1ccc2c(c1)CCC2)c1c(O)n(C2CCCCC2)c(=O)[nH]c1=O
  43.5	18.8
CCN(CC)c1ccc(N=Cc2c(O)n(-c3cc(OC)ccc3OC)c(=O)[nH]c2=O)cc1
  19.4	27.9
CC(=NCC1CCCO1)c1c(O)n(-c2ccccc2)c(=O)[nH]c1=O (stereo not given)
  25.6	15.9
O=C1CC(=O)N(c2cccc(Cl)c2)C(=O)N1
  18.9	17.9

The last seven compounds of the part above open the next one:
Order of results – Htt clearance	Htt clearance grain fraction
COC(=O)N(c1ccc(OC)cc1)P1(=S)OCCC(C)O1 (stereo not given)
  29.7	15.1
CC(=O)N1CCN(c2ccc(N=Cc3c(O)n(-c4ccc(Cl)cc4)c(=O)[nH]c3=O)cc2)CC1
  40.8	12.3
O=C1C2CCN(CC2)[C@@H]1Cc1ccc2ccccc2c1O
  -24.5	22.2
CC(=Nc1ccc2c(c1)CCC2)c1c(O)n(C2CCCCC2)c(=O)[nH]c1=O
  43.5	18.8
CCN(CC)c1ccc(N=Cc2c(O)n(-c3cc(OC)ccc3OC)c(=O)[nH]c2=O)cc1
  19.4	27.9
CC(=NCC1CCCO1)c1c(O)n(-c2ccccc2)c(=O)[nH]c1=O (stereo not given)
  25.6	15.9
O=C1CC(=O)N(c2cccc(Cl)c2)C(=O)N1
  18.9	17.9
COc1cccc(NC(=O)CN2CC(c3ccccc3)CC2=O)c1 (stereo not given)
  -14.0	46.7
N#Cc1ccccc1Cn1cc(C(=O)C2CC2)c2ccccc21
  -13.2	23.1
O=c1cc(C2CCNCC2)[nH][nH]1
  30.8	12
O=C(COc1ccc(Br)cc1)N1CCN(Cc2ccncc2)CC1
  -18.1	46.3
O=C(NC[P+](=O)O)OCc1ccccc1
  13.8	29.2
OC1(c2cccnc2)CC2CCC(C1)N2Cc1nnnn1Cc1ccccc1 (stereo not given)
  15.6	34
COC(=O)C(O)(c1cn(C)c2ccccc12)C(F)(F)F (stereo not given)
  -55.7	61.4
CN1CCN(c2ccc(NC(=O)Oc3ccccc3)cc2)CC1
  40.1	12
CC1CN(C)C(C)(C)CC1(O)c1ccccc1 (stereo not given)
  -371.0	149
O=C(O)c1cc2ccccc2oc1=O
  14.7	38.5
Nc1ccnn1C1CCNCC1
  1.4	17.5
CCCCn1c(N)c(C(=O)NCc2cccs2)c2nc3ccccc3nc21
  4.0	36.1
Cc1cc(OCc2nn[nH]n2)c2c3c(c(=O)oc2c1)CCC3
  14.6	29.2
COCCCn1c(N)c(C(=O)NCCC(C)C)c2nc3ccccc3nc21
  -33.3	29.2
CCSP1(=S)N=C(N2CCOCC2)C(C#N)=C2CCCN21 (stereo not given)
  6.3	20.5
CCOC(=O)CC1=C(C(=O)OCC)C2(C(=O)Nc3ccccc32)C(C#N)=C(N)O1 (stereo not given)
  45.9	10.5
O=C(CCN1C(=O)COc2ccccc21)N1CCC2(CC1)OCCO2
  -18.0	51.9
CCc1ccccc1NC(=O)CSc1nnc([C@@H](N)Cc2c[nH]c3ccccc23)o1
  -5.7	31.8
NC(=O)Nc1cccc(C(F)(F)F)c1
  5.9	18.4
CCC(=Nc1ccc(OC)cc1OC)c1c(O)n(C)c(=O)n(C)c1=O
  12.8	32

Other structures.
Order of results – Htt clearance	Htt clearance grain fraction
c1cc2n(c1)-c1c(ccc3c1OCO3)CNC2c1ccc2c(c1)OCO2 (stereo not given)
  7.8	31.4
COC(=O)CC1=C(C(=O)OC)C2(C(=O)Nc3c(C)cccc32)C(C#N)=C(N)O1 (stereo not given)
  7.1	34.9
CCCCC12CNCC(C)(CNC1)C2=O
  41.0	11.4
CCCCc1nc2ccccc2c(=O)n1-c1ccc(Cl)cc1[N+](=O)[O-]
  -3.8	31.9
C(#CCN1CCOCC1)COCc1ccccc1
  -10.1	20
CCN(CC)CCCOC(=O)C(OC)(c1ccccc1)c1ccccc1
  -49.4	29
O=C(Cn1ncc2ccsc2c1=O)N1CCC2(CC1)OCCO2
  -69.9	62.5
Clc1cccc(Cl)c1C1N2CCCN12 (stereo not given)
  -74.8	40.9
COCCn1cc(C(=O)N2CCC3(CC2)OCCO3)c2c3ccccc3n(C)c2c1=O
  -9.6	19.9
O=C(O)C1(c2ccc(Cl)cc2)CCC1
  3.6	16.1
COc1ccc(N2CCN(C(CNC(=O)Oc3ccccc3)c3cccnc3)CC2)cc1 (stereo not given)
  20.9	15.6
Cc1ccc2c(c1)CC1(CN2C)C(=O)NC(=O)N(c2ccccc2C)C1=O (stereo not given)
  6.3	31.9
Cn1cccc1CNCCc1ccc(F)cc1
  17.6	16.6
CN(C)C(=O)Nc1cccc(OC(=O)N(C)C)c1
  4.5	18.8
CCN(CC)CCCOC(=O)C(OC(C)C)(c1ccccc1)c1ccccc1
  -50.5	26.4
O=C1/C(=C/c2cc([N+](=O)[O-])ccc2Cl)N2CCC1CC2
  13.3	32.6
CCN(CC)c1ccc(N=Cc2c(O)n(-c3ccccc3C)c(=O)[nH]c2=O)cc1
  1.6	17.5
CCN1CCN(C(=O)COc2ccc(S(=O)(=O)NC(C)C)cc2)CC1
  16.0	16.8
COc1ccc(Br)cc1CN1CCN(CCO)CC1
  37.8	12.9
COc1ccc(CN2C(=O)CC(=O)NC2=O)cc1
  -17.3	37.1
CCCCn1c(O)c(C(C)=Nc2c(C)n(C)n(-c3ccccc3)c2=O)c(=O)[nH]c1=O
  -12.4	45.3

Bioassay records: PubChem, Columbia University Molecular Screening Center
